# D1 PAM = enhances dopamine response at the human D1 receptor | P21728 | HEK293 TREx D1 cells, calcium flux, dopamine EC20 potentiation | potentiation, % at 10 µM | 360,000 tested, 0.036% active | AID 504651; in the data active = potentiation above about 30%; also: 0% is about no effect
# RXFP1 antag = blocks the human relaxin receptor RXFP1; HEK293-RXFP1, relaxin-stimulated cAMP HTRF, 30 min; stronger effect = lower value; 350,000 tested, 0.59% active; Q9HBX9; activity change, negative = inhibition, % at 57.5 µM;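 active = activity change of -60% or lower, but not beyond a set lower limit; inconclusive = change between -60% and -40%, or beyond the set limit; inactive = change above -40%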; also: % is scaled to controls: 0 for no effect and ±100 for the full control effect
# Target sequence (Q9HBX9 whole entry, looked up): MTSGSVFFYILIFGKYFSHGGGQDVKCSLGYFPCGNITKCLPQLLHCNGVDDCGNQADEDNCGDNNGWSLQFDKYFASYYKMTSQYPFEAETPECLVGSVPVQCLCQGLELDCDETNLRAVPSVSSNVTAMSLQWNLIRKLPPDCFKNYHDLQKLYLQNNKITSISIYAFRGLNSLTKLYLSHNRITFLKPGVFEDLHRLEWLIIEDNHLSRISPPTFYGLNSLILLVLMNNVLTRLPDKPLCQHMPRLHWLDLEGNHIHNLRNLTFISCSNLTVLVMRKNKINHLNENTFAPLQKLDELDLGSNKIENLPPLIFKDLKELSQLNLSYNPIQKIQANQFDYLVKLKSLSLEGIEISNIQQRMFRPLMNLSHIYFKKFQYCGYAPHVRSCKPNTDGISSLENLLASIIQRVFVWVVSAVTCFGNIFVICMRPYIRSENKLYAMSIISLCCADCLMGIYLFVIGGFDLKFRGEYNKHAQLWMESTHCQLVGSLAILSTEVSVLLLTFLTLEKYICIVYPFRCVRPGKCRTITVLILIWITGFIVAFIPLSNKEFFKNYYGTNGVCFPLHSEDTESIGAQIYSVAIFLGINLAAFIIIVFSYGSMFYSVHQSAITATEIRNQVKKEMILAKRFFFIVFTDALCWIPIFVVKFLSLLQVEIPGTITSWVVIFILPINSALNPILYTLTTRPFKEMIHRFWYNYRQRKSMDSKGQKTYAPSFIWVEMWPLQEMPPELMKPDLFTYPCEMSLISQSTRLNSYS
# Vif-A3F inh = Vif-A3F binding inhibition; HeLa A3F-eYFP + Vif (tagged APOBEC3F with the HIV-1 protein that degrades it), YFP fluorescence increase; 390,000 tested, 0.2% active; Potency, µM (titrated, usually from 46.1 µM), inactives show top-dose activity, negative = active; AID 602313; also: potency is read from the fitted curve at half-maximal effect; % of control where 0% means no effect; nearly all actives have a fitted effect of over 65% in size
#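 HeLa cells stably expressing A3F-eYFP plus Vif, plated and incubated overnight at 37 deg C, then exposed to compounds overnight at 37 deg C. Blocked degradation read as raised yellow fluorescence (Ex 488/Em 500-530).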
# Vif-A3G inh = inhibitors of Vif-APOBEC3G interaction; HeLa A3G-eYFP + Vif (tagged APOBEC3G with the HIV-1 protein that degrades it), YFP fluorescence, overnight; AID 602310; Q9HC16; 410,000 tested, 0.076% active; Potency, µM (titrated, usually from 46.1 µM), for the others: at the top dose activity, negative = active, usual class: inhibitors;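 also: potency is read from the fitted curve at half-maximal effect; % is scaled to controls: 0 for no effect and ±100 for the full control effect; nearly all actives have a fitted effect of over 60% in size; hits raise eYFP signal because A3G escapes Vif-driven loss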
#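 HeLa cells stably expressing Vif and C-terminally eYFP-tagged A3G, seeded overnight at 37 deg C, then exposed to compound by pintool overnight at 37 deg C. Rise in yellow fluorescence (Ex 488/Em 500-530, Acumen) marks blocked Vif-driven A3G degradation.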
# D1 antag = blocks dopamine activation of the human D1 receptor. P21728. HEK293 TREx D1 cells, calcium flux, dopamine EC80; stronger effect = lower value. activity change, negative = inhibition, % at 10 µM. 360,000 tested, 3.2% active; in the data active = activity change below about -30%; also: % is scaled to controls: 0 for no effect and ±100 for the full control effect
#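 HEK293 T-REx cells expressing inducible, force-coupled D1 receptor; no-wash Ca dye, 30–90 min RT. Cmpd → 180 s read at 1 Hz → EC80 DA → 180 s read.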
# D2 PAM = D2 dopamine receptor (human) potentiation; P14416; potentiation, % at 10 µM; 340,000 tested, 0.34% active; HEK293 T-REx D2, calcium flux, EC20 dopamine potentiation;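 active = potentiation over 3 SD above the plate norm, cut at about 30% in these data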; also: 0% is about no effect
#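 Primary screen. Calcium kinetics in induced HEK293 T-REx D2 cells: compound pre-addition 180 s, EC20 dopamine, 180 s more.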
# RXFP1 ag = activates the human relaxin receptor RXFP1; Q9HBX9; HEK293T-RXFP1 cAMP TR-FRET, 30 min; response scale: percent of porcine relaxin response, buffer zero; Potency, µM (doses to about 57.5 µM), for the others: top-dose activation, usual class: activators; 370,000 tested, 0.3% active; also: potency is read from the fitted curve at half-maximal effect; % is scaled to controls: 0 for no effect and ±100 for the full control effect; nearly all actives have a fitted effect of over 60% in size; many of its hits are not listed in these tables
#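 HEK293 cells stably expressing RXFP1, treated 30 min at 37C with compounds plus PDE4 inhibitor Ro 20174; cAMP measured by HTRF TR-FRET. Normalized to buffer and 29 nM porcine relaxin; EC50 by Hill fit.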
# GRP78 ERSR act = inducers of ER stress response in human glioma cells | 420,000 tested, 0.02% active | Potency, µM, inactives show at the top dose activation, hits mostly activators | U87-MG GRP78 promoter luciferase reporter, 16 h; also: potency is read from the fitted curve at half-maximal effect; series mostly up to about 76 µM; % of control where 0% means no effect; nearly all actives have a fitted effect of over 35% in size
#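 ERSR induction read as luciferase luminescence (Bright-Glo, 10 min at room temperature) in stably transfected human U87-MG glioma cells exposed to compounds for 16 h, using GRP78 as sensor.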
# D1 agonist = activates the human D1 dopamine receptor. 360,000 tested, 1% active. P21728. activation, % at 2 µM. AID 504660. HEK293 T-REx D1 cells, calcium flux, agonist mode; in the data active = activation above about 30%; also: 0% is about no effect
#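 Inducible HEK293 T-REx D1 cells, force-coupled to calcium signalling, were plated at 4000 cells/well with tetracycline and held overnight at 30 C. After no-wash calcium dye loading, compound-evoked calcium rise over 180 s flagged agonists.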
# The depositor's hits bear a star; ? = inconclusive; . = not tested or not shown. Unless noted, calls follow the shape of the dose curve; as a rule, active = well fitted curve in the direction sought with a large enough effect; inconclusive = small, poorly fitted or top-dose-only effect, or another doubt; inactive = no such curve, though single readings can be large; an effect the other way counts as inactive or inconclusive. Only part of the results is shown; the hit share may differ from the screen's.
# The opening three records, to show the layout:
Compound,Vif-A3G inh,Vif-A3F inh,RXFP1 antag,GRP78 ERSR act,D1 agonist,D1 PAM,D1 antag,RXFP1 ag,D2 PAM
CC(C)(C)n1cnc2cc(NCc3ccccc3O)ccc21,-0.3%,-8.4%,2.5,1.5%,5.2,-3.5,-7.2,-0.3%,9.6
Cn1c(N/N=C2\CCCc3ccccc32)nc2c1c(=O)n(Cc1ccccc1)c(=O)n2C,0.6%,-2.9%,-2.5,-2.7%,-0.2,-0.9,-4.9,0.8%,7.4
O=C(COc1ccc(C2SCCS2)cc1)Nc1ccc(Cl)cc1,-2.7%,-16.6%,-26.7,1.4%,4.6,-5.3,1.1,-3.1%,-5.3

# The list itself, repeating the preview:
Compound,Vif-A3G inh,Vif-A3F inh,RXFP1 antag,GRP78 ERSR act,D1 agonist,D1 PAM,D1 antag,RXFP1 ag,D2 PAM
CC(C)(C)n1cnc2cc(NCc3ccccc3O)ccc21,-0.3%,-8.4%,2.5,1.5%,5.2,-3.5,-7.2,-0.3%,9.6
Cn1c(N/N=C2\CCCc3ccccc32)nc2c1c(=O)n(Cc1ccccc1)c(=O)n2C,0.6%,-2.9%,-2.5,-2.7%,-0.2,-0.9,-4.9,0.8%,7.4
O=C(COc1ccc(C2SCCS2)cc1)Nc1ccc(Cl)cc1,-2.7%,-16.6%,-26.7,1.4%,4.6,-5.3,1.1,-3.1%,-5.3
COc1cc2c(cc1OC)C(c1ccc(C)o1)CC(=O)N2 (stereo not given),-1.2%,-0.5%,-4.7,-0.7%,2.1,-9.7,2.6,0.3%,-7.5
O=C(Nc1ccc(Br)c2cccnc12)c1ccc(Cn2cc(Cl)cn2)o1,0.7%,2.6%,2.3,-4.2%,1.6,-6.3,-3.3,-0.3%,3.5
Cc1cc(C)cc(NC(=O)CN(C)S(=O)(=O)c2cccc3nsnc23)c1,3.4%,-1.0%,1.9,-2.4%,2.2,-5.6,-9.5,0.3%,15.5
Cc1ccccc1C(=O)NC(=S)Nc1cccc(NC(=O)C(C)C)c1,3.6%,-16.7%,-3.1,-0.7%,4.7,-1.2,-12.4,0.8%,9.7
CC(=O)C1=C(O)C(=O)N(CCC(=O)O)C1c1ccccc1Cl (stereo not given),1.7%,-6.9%,1.1,-2.3%,-1.1,2.3,-0.6,5.8%,9.1
O=C(c1ccccc1F)N1CCN(c2cccc(C(F)(F)F)c2)CC1,0.7%,-3.1%,-14.5,0.1%,1.7,-2.4,7.2,1.6%,0.6
Cc1ccc(NC(=S)NC(NC(=O)c2ccccc2C)C(Cl)(Cl)Cl)c(C)c1 (stereo not given),2.9%,.,-35.0,-3.4%,-0.6,-4.0,23.9,-3.9%,11.1

# Seven of the entries above in order of the D1 PAM value, highest first.
mol | D1 PAM
CC(=O)C1=C(O)C(=O)N(CCC(=O)O)C1c1ccccc1Cl (stereo not given) | 2.3
Cn1c(N/N=C2\CCCc3ccccc32)nc2c1c(=O)n(Cc1ccccc1)c(=O)n2C | -0.9
CC(C)(C)n1cnc2cc(NCc3ccccc3O)ccc21 | -3.5
Cc1ccc(NC(=S)NC(NC(=O)c2ccccc2C)C(Cl)(Cl)Cl)c(C)c1 (stereo not given) | -4.0
O=C(COc1ccc(C2SCCS2)cc1)Nc1ccc(Cl)cc1 | -5.3
Cc1cc(C)cc(NC(=O)CN(C)S(=O)(=O)c2cccc3nsnc23)c1 | -5.6
O=C(Nc1ccc(Br)c2cccnc12)c1ccc(Cn2cc(Cl)cn2)o1 | -6.3

# Further records:
Compound,Vif-A3G inh,Vif-A3F inh,RXFP1 antag,GRP78 ERSR act,D1 agonist,D1 PAM,D1 antag,RXFP1 ag,D2 PAM
CC(C)(c1cc(Br)c(O)c(Br)c1)c1cc(Br)c(O)c(Br)c1,-8.9%,-23.2%,.,-1.7%,26.5,-2.6,.,0.6%,23.0
CCCCCSc1nnc(-c2ccccc2N)c(=O)[nH]1,-2.1%,-0.5%,8.6,9.9%,4.6,-6.7,-1.5,-1.3%,-3.2
COc1ccc(S(=O)(=O)N2CCC(C(=O)Nc3nccs3)CC2)cc1,0.0%,-0.6%,-11.5,-2.1%,1.9,-1.5,8.8,-2.4%,2.5
COc1ccc(-c2nc(CS(=O)(=O)CC(=O)NCCCc3ccccc3)c(C)o2)cc1,3.4%,1.2%,-4.0,-0.9%,6.5,-5.9,-18.5,-0.2%,-1.3
CC(C)c1ccc(C(=O)CC2(O)C(=O)N(CN3CCOCC3)c3ccccc32)cc1 (stereo not given),4.3%,-5.5%,2.1,2.6%,2.1,0.9,-1.6,1.6%,-9.0
O=C(Nc1ccc2nn(-c3ccccc3)nc2c1)c1cccs1,2.0%,-2.5%,-9.7,0.7%,10.5,-4.3,-24.6,0.3%,.
CC(=O)NCCN=C(C)c1sc2ccccc2c1O,1.7%,1.1%,-3.3,-2.0%,1.6,-7.0,6.3,-1.6%,4.7
CCCn1cc([C@@H]2C[C@H]3CN(Cc4cccc(Cl)c4)C(=O)[C@]34CCCN24)c(C)n1,-1.9%,1.5%,2.8,-5.8%,1.1,-0.1,14.9,1.6%,5.7
Cc1cc2nn(-c3ccccc3)nc2cc1NC(=O)COc1ccc(Cl)cc1,-0.6%,0.1%,.,1.2%,1.5,-1.6,3.8,-0.5%,-2.3
CC1(C)C(=O)Nc2ccccc2N1C(=O)COC(=O)c1cc(Cl)cc(Cl)c1,-16.9%,1.1%,0.2,-5.8%,.,.,.,.,.

# Additional compounds:
Compound,Vif-A3G inh,Vif-A3F inh,RXFP1 antag,GRP78 ERSR act,D1 agonist,D1 PAM,D1 antag,RXFP1 ag,D2 PAM
C/C(N)=C(/C#N)C(=O)COC(=O)CNS(=O)(=O)c1c(F)cccc1F,2.6%,-1.0%,0.5,-1.4%,3.7,-6.8,15.6,9.2%,0.6
COc1ccc2oc(C(=O)OCC(=O)Nc3ccc(C)c(S(=O)(=O)N4CCOCC4)c3)c(C)c2c1,-3.1%,-0.6%,4.2,3.1%,.,.,.,.,.
COc1ccc(CNC(=O)c2nc(SCc3ccc(C)cc3)ncc2Cl)cc1,8.0%,1.5%,6.1,-5.7%,10.6,0.2,0.8,-1.7%,1.5
NC(=S)NN=C(Cc1ccccc1)Cc1ccccc1,1.5%,?,-19.8,-3.9%,0.5,-2.4,-1.0,1.1%,-1.3

# Bioassay records from PubChem.
